Growth percent in the NCI-60 one-dose screen (48 h, 10 µM unless noted): 100 = growth as untreated, 0 = no growth, -100 = all killed.
SF-539: SF-539 CNS cancer; 6.8% of 81,000 active; AID 1794752
HT29: HT29 colon cancer. 7.4% of 81,000 active. AID 1794748
HCC-2998: HCC-2998 colon cancer; 4.7% of 79,000 active; AID 1794799
KM12: KM12 colon cancer cells | 5% of 82,000 active
PC-3: PC-3 prostate cancer cells; 3.9% of 80,000 active
SNB-75: SNB-75 CNS cancer; 5% of 79,000 active; AID 1794750
SW-620: SW-620 colon cancer; AID 1794795; 5.2% of 82,000 active
DU-145: DU-145 prostate cancer. 4.2% of 81,000 active
SNB-19: SNB-19 CNS cancer cells | 2.5% of 81,000 active | AID 1794751
Active calls of the source: *; / = not tested or not shown; [ ] = another dose, or the depositor's remark. The calls were made as follows: active = growth percent below 10; inactive = the rest.

Letters: A = SF-539; B = HT29; C = HCC-2998; D = KM12; E = PC-3; F = SNB-75; G = SW-620; H = DU-145; I = SNB-19
> O=C(CN(c1ccccc1)c1ccccc1)Nc1ccc(-c2nc3ccccc3s2)cc1
  A: 96; B: 106; C: 102; D: 107; E: 98; F: 98; G: 103; H: 105; I: 107

> COc1ccc(S(=O)(=O)N2CCOCC2)cc1N
  A: 102; B: 111; C: 106; D: 107; E: 95; F: 103; G: 103; H: 114; I: 92

> CN1CCN(C(=O)c2ccc(NC(=O)c3cc4c(nn3)NCCN4Cc3cc(Cl)ccc3Cl)cc2)CC1
  A: 52; B: 63; C: 100; D: 22; E: 71; F: 79; G: 51; H: 88; I: 92

> CCCc1c(C)c2sc(=O)[nH]c2[nH]c1=O
  A: 97; B: 110; C: 106; D: 105; E: /; F: 99; G: 102; H: 114; I: 101

> Cc1c(C(=O)O)nnn1-c1nccs1
  A: 92; B: 90; C: 113; D: 99; E: 89; F: 82; G: 94; H: 104; I: 98

> Cc1nc2ccc(Br)cn2c1-c1nnc(SCc2ccc(F)cc2)o1
  A: 45; B: 102; C: 93; D: 94; E: 84; F: 48; G: 94; H: 79; I: 56

> C[C@@H]1CC[C@]2(C)[C@H](CCC(=O)[C@H]2C)[C@@]1(C)CCc1ccoc1
  A: 111; B: 104; C: 112; D: 102; E: 68; F: 100; G: 102; H: 109; I: 101

> O=C(Nc1cccc(Cl)c1)c1ccc(Cl)c(Cl)c1
  A: 100; B: 99; C: 106; D: 95; E: 64; F: 85; G: 101; H: 103; I: 104

> CCC[C@H](C[C@H](CO)OC)c1ccc2ccccc2c1
  A: 105; B: 81; C: 95; D: 105; E: 87; F: 87; G: 108; H: 111; I: 111

> COc1cc(/C=C2\CN(C)Cc3c2nc2nc(SC)[nH]c(=O)c2c3-c2cc(OC)c(OC)c(OC)c2)cc(OC)c1OC
  A: 109; B: 81; C: 105; D: 81; E: 97; F: 92; G: 61; H: 98; I: 101

> COc1ccc(C(=O)CSc2nc(C)c(C)n2Nc2ccccc2)cc1
  A: 101; B: 94; C: 93; D: 98; E: 89; F: 93; G: 106; H: 112; I: 97

> COc1ccc(-c2ccc(SCC(=O)Nc3ccccc3)nn2)cc1
  A: 75; B: 106; C: 106; D: 95; E: 105; F: 103; G: 107; H: 109; I: 88

> COc1ccc(NNc2c(N)nn3c(-c4ccc(OC)c(OC)c4)c(C#N)c(N)nc23)cc1
  A: 97; B: 100; C: 109; D: 109; E: 97; F: 77; G: 103; H: 101; I: 97

> CC1(C)N=C(N)N=C(N)N1c1ccc(OCCOc2ccc(NC(=O)CBr)cc2)cc1
  A: 98; B: 56; C: 105; D: 90; E: /; F: 100; G: 68; H: 105; I: 131

> CCCCCCCCCCCC1N=C(N)N=C(N)N1c1cccc(Br)c1 (centres undefined)
  A: 12; B: -82*; C: -88*; D: -92*; E: -55*; F: -13*; G: -94*; H: 18; I: -94*

> COc1ccc(-c2nn(-c3ccccc3)cc2/C=C2\SC(=S)N(CCCCCCCCCCC(=O)O)C2=O)cc1OC
  A: 107; B: 99; C: 111; D: 69; E: 84; F: 97; G: 105; H: 105; I: 96

> O=C(OCCN1C(=O)C2C3C=CC(C3)C2C1=O)C1C2C=CC(C2)C1C(=O)OCCN1C(=O)C2C3C=CC(C3)C2C1=O (centres undefined)
  A: 114; B: 107; C: 125; D: 127; E: 92; F: 80; G: 111; H: /; I: 98

> CN1CCN(c2ccc(NC3=C(Cl)C(=O)c4ncccc4C3=O)cc2C#N)CC1
  A: 92; B: 103; C: 97; D: 105; E: 61; F: 81; G: -75*; H: 87; I: 97

> Cc1ccc(NC(=S)N2CCCCC2)cc1C
  A: 97; B: 117; C: 112; D: 108; E: 103; F: 88; G: 106; H: 104; I: 103

> CS(=O)(=O)Nc1cccc(-c2nc3ccccc3n2Cc2ccc(Cl)cc2)c1
  A: 99; B: 94; C: 103; D: 87; E: 80; F: 86; G: 84; H: 105; I: 82

> CC(C)=CCCc1cc(-c2cc(CCC=C(C)C)nc(N)n2)nc(N)n1
  A: 97; B: 111; C: 108; D: 101; E: 109; F: 90; G: 104; H: 105; I: /

> C#Cc1ccc(NC(=O)c2ccc(/C=C/C(=O)c3nccn3C)cc2)cc1
  A: -97*; B: -17*; C: -89*; D: -64*; E: -56*; F: -98*; G: -73*; H: -87*; I: -79*

> CCc1ccccc1-n1c(=O)c(C#N)c(-c2ccc(O)cc2)c2c(=N)n(-c3ccc(OC)cc3)cnc21
  A: 102; B: 104; C: 108; D: 96; E: 98; F: 93; G: 98; H: 111; I: 103

> O=C(C[n+]1cccc2cc[nH]c21)c1ccc(O)c(O)c1
  A: 106; B: 114; C: 112; D: 103; E: 103; F: 100; G: 99; H: 107; I: 101

> Cc1ccc(-c2nc(S(=O)(=O)c3ccccc3)c(SCC(N)=O)o2)cc1
  A: 103; B: 84; C: 105; D: 101; E: 76; F: 104; G: 97; H: 109; I: 103

> Fc1ccc(CNc2c3ccccc3nc3ccccc23)cc1
  A: 13; B: 16; C: 18; D: 28; E: 27; F: 42; G: 23; H: 35; I: 32

> COc1ccc(C2N(c3ccccc3)N=C(C(C)=O)N2[C@@H]2[C@@H](OC(C)=O)O[C@@H](COC(C)=O)[C@H](OC(C)=O)[C@H]2OC(C)=O)cc1 (some centres undefined)
  A: 94; B: 98; C: 107; D: 97; E: 68; F: 75; G: 93; H: 110; I: 92

> NC(=O)c1ccc(NC(=O)c2cc3ccccc3o2)cc1
  A: 104; B: 102; C: 102; D: 105; E: 103; F: 99; G: 102; H: 101; I: 100

> FC(F)(F)c1ccc(-c2cncnc2NCCCC(F)(F)C(F)(F)C(F)(F)C(F)(F)C(F)(F)C(F)(F)C(F)(F)C(F)(F)F)cc1
  A: 98; B: 90; C: 102; D: 101; E: 79; F: 83; G: 104; H: 100; I: 103

> CC(=O)n1c(-c2ccc(Br)cc2)cc(-c2cccn2C)c(C#N)c1=O
  A: 96; B: 99; C: 102; D: 109; E: 101; F: 103; G: 113; H: 109; I: 94

> CNC(=O)c1cc(Oc2ccc(NC(=O)c3nc(SC)oc3-c3ccc(F)cc3)cc2)ccn1
  A: 100; B: 67; C: 99; D: 30; E: 73; F: 108; G: 99; H: 93; I: 103

> COc1cc(/C=C/C(=O)c2ccc(OC(C)=O)c(OC)c2)ccc1OC(C)=O
  A: 99; B: 91; C: 96; D: 76; E: 74; F: 91; G: 83; H: 89; I: 84

> O=C(CCCC(=O)Nc1ccccn1)Nc1ccc(N2CCN(c3ccccc3)CC2)cc1
  A: 103; B: 98; C: 108; D: 94; E: 92; F: 103; G: 106; H: 95; I: 103

> NC(=O)Nc1ccc2ccccc2c1
  A: 89; B: 95; C: 110; D: 111; E: 93; F: 79; G: 99; H: 114; I: 100

> Cc1ccc(C2=Nc3c(N)ncnc3NC(c3ccc4c(c3)OCO4)C2)cc1 (centres undefined)
  A: 68; B: 14; C: 3.0*; D: 35; E: 62; F: 54; G: 18; H: 98; I: 73

> CCNC(=O)N1CCc2cc(OC)c(OCCc3ccc(OC)nc3)cc2C1c1ccc(C)cc1C (centres undefined)
  A: 5.2*; B: 1.6*; C: 13; D: 9.6*; E: 27; F: 46; G: 20; H: 12; I: 26

> COc1cc(/C=C(\C#N)C(=O)N2c3ccccc3Sc3ccc(SC)cc32)cc(OC)c1OC
  A: 105; B: 105; C: 99; D: 101; E: 89; F: 69; G: 97; H: 104; I: 90

> CC(=O)Oc1cccc2ccccc12
  A: 97; B: 106; C: 108; D: 98; E: 86; F: 82; G: 103; H: 105; I: 101

> COc1ccc(NC(=O)c2sc3ncc(Br)cc3c2N)cc1
  A: 104; B: 96; C: 97; D: 102; E: 94; F: 90; G: 100; H: 97; I: 102

> Fc1ccc(-c2cnn3cc(-c4ccccc4)cnc23)cc1
  A: 84; B: 95; C: 102; D: 68; E: 89; F: 78; G: 100; H: 102; I: 91

> C[C@@H](c1ccc2nccn2c1)n1nnc2ncc(-c3cnn(C)c3)nc21
  A: 98; B: 82; C: /; D: 86; E: 83; F: 90; G: 101; H: 98; I: 96

> CC(=O)Oc1ccc(/C=N/NC(N)=S)nc1
  A: 20; B: 95; C: 55; D: 77; E: 81; F: 8.8*; G: 61; H: 82; I: 102

> CC1(C)C(=O)/C(=C\c2ccncc2)C[C@]2(C)[C@H]3CC=C4[C@@H]5C[C@@](C)(C(=O)O)CC[C@]5(C)CC[C@@]4(C)[C@]3(C)CC[C@@H]12
  A: 97; B: 93; C: 111; D: 83; E: 83; F: 72; G: 99; H: 102; I: 101

> O=C1N(c2ccccc2)C(=S)N[C@]12[C@H](c1ccccc1)C1CCCN1[C@]21C(=O)NC2C=CC(Cl)=C[C@H]21 (some centres undefined)
  A: 103; B: 83; C: 103; D: 100; E: 48; F: 97; G: 101; H: 103; I: 101

> Cc1cccc(C)c1Nc1nnc(-c2ccc(F)cc2)o1
  A: 100; B: 111; C: 99; D: 89; E: 99; F: 80; G: 98; H: 100; I: 104

Three entries out of the list, sorted by molecular weight, ascending.
Letters: A = SF-539; B = HT29; C = HCC-2998; D = KM12; E = PC-3; F = SNB-75; G = SW-620; H = DU-145; I = SNB-19
> Cc1cccc(C)c1Nc1nnc(-c2ccc(F)cc2)o1
  A: 100; B: 111; C: 99; D: 89; E: 99; F: 80; G: 98; H: 100; I: 104

> Cc1ccc(C2=Nc3c(N)ncnc3NC(c3ccc4c(c3)OCO4)C2)cc1 (centres undefined)
  A: 68; B: 14; C: 3.0*; D: 35; E: 62; F: 54; G: 18; H: 98; I: 73

> CNC(=O)c1cc(Oc2ccc(NC(=O)c3nc(SC)oc3-c3ccc(F)cc3)cc2)ccn1
  A: 100; B: 67; C: 99; D: 30; E: 73; F: 108; G: 99; H: 93; I: 103

Carrying on.
mol	SF-539	HT29	HCC-2998	KM12	PC-3	SNB-75	SW-620	DU-145	SNB-19
N#C/C(=C\c1ccc2c(c1)OCO2)c1nc(N)nc(Nc2ccc(S(N)(=O)=O)cc2)n1	97	108	98	99	108	98	109	109	92
Clc1ccc(C2CC(c3cccc(Nc4ccnc5cc(Cl)ccc45)c3)=NN2c2ccccc2)cc1 (centres undefined)	85	83	93	86	58	80	86	102	79
O=c1[nH]n(-c2nnc3n2N=C(c2ccc(Cl)cc2)CS3)c(=O)c2ccccc12	97	104	109	106	95	87	98	107	98
COC(=O)C/C(=C\c1ccc2c(c1)OCO2)C(=O)OC	95	104	98	100	102	87	110	110	105
CCCCCC(=O)OCCC	92	104	105	104	94	93	99	112	102
Nc1ccc(Br)c(C(F)(F)F)c1	99	102	109	109	99	142	105	120	103
CC(C)(C)N1Oc2cncc(Br)c2C1c1ccccc1 (centres undefined)	106	93	110	107	124	108	109	108	117
CC1=C(C)C(=O)OC([C@](C)(O)C2(O)CCC3C4C(CC[C@@]32C)[C@@]2(C)C(=O)C=CC[C@]2(O)[C@H]2O[C@@H]42)C1 (some centres undefined)	96	103	105	97	102	81	101	108	99
COc1ccc(C/C(C)=C(/c2ccc(OCCN3CCCCCC3)cc2)c2ccc(OC(=O)c3ccccc3)cc2)cc1	97	90	105	120	101	110	98	114	102
COc1ccc(NS(=O)(=O)c2ccc(NC3=C(Cl)C(=O)c4nc(C)ccc4C3=O)cc2)nn1	103	107	105	99	99	104	102	110	89
CCOC(=O)C1=CCC(n2cc(C)c(=O)[nH]c2=O)O1 (centres undefined)	101	110	110	96	85	103	105	119	103
Cc1ccccc1NC(=O)C(=O)C(C1OC(=O)c2ccccc21)[N+](=O)[O-] (centres undefined)	111	99	98	106	88	95	105	111	103
N#C/C(=C\c1cccc2ccccc12)c1cc2ccccc2[nH]1	92	104	98	78	75	84	84	100	94
Oc1ccc(Nc2ccnc3cc(Cl)ccc23)cc1CN1CCCC1	56	/	96	78	62	80	63	80	91
O=C(Cn1c(-c2ccccc2)nc2ccccc21)N=Nc1c(O)[nH]c2ccc(Br)cc12	-81*	-33*	0.1*	15	9.0*	-62*	12	3.6*	-35*

A few values from the list:
SF-539, CCCCCC(=O)OCCC → 92
SW-620, Cc1ccccc1NC(=O)C(=O)C(C1OC(=O)c2ccccc21)[N+](=O)[O-] (centres undefined) → 105
SNB-75, O=c1[nH]n(-c2nnc3n2N=C(c2ccc(Cl)cc2)CS3)c(=O)c2ccccc12 → 87
HT29, COc1ccc(NS(=O)(=O)c2ccc(NC3=C(Cl)C(=O)c4nc(C)ccc4C3=O)cc2)nn1 → 107
SNB-19, CCOC(=O)C1=CCC(n2cc(C)c(=O)[nH]c2=O)O1 (centres undefined) → 103
HCC-2998, COc1ccc(C/C(C)=C(/c2ccc(OCCN3CCCCCC3)cc2)c2ccc(OC(=O)c3ccccc3)cc2)cc1 → 105
HCC-2998, Clc1ccc(C2CC(c3cccc(Nc4ccnc5cc(Cl)ccc45)c3)=NN2c2ccccc2)cc1 (centres undefined) → 93

Other results.
mol	SF-539	HT29	HCC-2998	KM12	PC-3	SNB-75	SW-620	DU-145	SNB-19
c1ccc2c(c1)oc1c3c(ccc12)NCCC3	93	95	97	101	91	97	103	103	108
Cc1cccc(C)c1NC(N)=O	108	100	109	108	101	104	109	110	103
O=C(O)c1ccccc1I	109	109	111	98	92	87	100	117	94
COc1cc2c(cc1OC)-c1cc(OC)c(OC)cc1C(CN(C)C)C2 (centres undefined)	/	78[100 µM]	86[100 µM]	82[100 µM]	56[100 µM]	-56*[100 µM]	82[100 µM]	45[100 µM]	7.1*[100 µM]
CC(C)/C=C/C(C)C(=O)CC(=O)OC(C)C (centres undefined)	100	101	110	111	96	76	108	115	97
C[N+](C)(Cc1ccc(Cl)cc1)Cc1ccc(Cl)cc1	102	87	95	108	/	107	95	109	104
CC(C)C1=CCC2C(=C1)CCC1C(C)(C(=O)O)CCCC21C (centres undefined) (tested in a mixture with another compound)	113	104	80	103	104	96	92	105	102
CCCCCC1CCCCN1C(=O)OCCC (centres undefined)	93	103	108	106	99	87	103	115	109
COc1cccc(/C=C2\S/C(=N/c3nccs3)NC2=O)c1	59	97	74	/	51	83	24	67	58
CCOC(=O)/C(=C\c1ccccc1)C(=O)O	104	118	103	102	95	90	104	108	107

Screening data deposited in PubChem BioAssay by NCI.
